Screening data from PubChem.
ADAM17 inh: ADAM17 inhibitors, primary screen, biochemical, QFRET; 370,000 tested, 0.83% active; inhibition, % at 6.95 µM; AID 720648, 2013; recombinant ADAM17, EDANS/DABCYL FRET peptide cleavage;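 active = inhibition above the mean of compounds lying between control limits plus 3 SD, set per campaign, cut at about 8.5% in these data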;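 note: 0% = DMSO-only wells as the low control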
Target sequence (P78536 215-824 limits assumed): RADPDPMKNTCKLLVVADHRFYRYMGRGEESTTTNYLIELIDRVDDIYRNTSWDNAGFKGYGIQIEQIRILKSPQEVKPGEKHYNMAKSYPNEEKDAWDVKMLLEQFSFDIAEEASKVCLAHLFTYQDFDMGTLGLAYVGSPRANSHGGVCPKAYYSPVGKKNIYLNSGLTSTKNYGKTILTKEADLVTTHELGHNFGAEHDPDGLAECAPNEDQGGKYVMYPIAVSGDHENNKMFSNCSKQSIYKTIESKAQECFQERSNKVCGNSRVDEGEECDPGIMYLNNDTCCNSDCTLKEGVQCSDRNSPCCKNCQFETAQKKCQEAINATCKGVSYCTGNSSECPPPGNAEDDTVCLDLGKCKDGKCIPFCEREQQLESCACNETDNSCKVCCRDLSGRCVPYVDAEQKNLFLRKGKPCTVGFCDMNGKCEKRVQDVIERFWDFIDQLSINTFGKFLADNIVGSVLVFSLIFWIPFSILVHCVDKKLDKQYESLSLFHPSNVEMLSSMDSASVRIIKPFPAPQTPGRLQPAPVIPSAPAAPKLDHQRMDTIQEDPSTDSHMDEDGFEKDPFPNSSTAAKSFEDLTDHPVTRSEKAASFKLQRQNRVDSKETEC
ADAM10 inh: human ADAM10 inhibitors, primary screen, biochemical, QFRET, HTS. Disintegrin and metalloproteinase domain-containing protein 10 (Homo sapiens), O14672. recombinant ADAM10, EDANS/DABCYL FRET peptide cleavage, 3 h. inhibition, % at 7 µM. 370,000 tested, 0.62% active;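 active = inhibition above a per-campaign cutoff equal to the mean of compounds falling between control-based bounds plus 3 SD, cut at about 20% in these data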;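 note: 0% = DMSO wells while the 100% control is not disclosed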
TDP2 absorb: human TDP2 enzyme inhibitors, primary screen, biochemical, epi absorbance, recombinant enzyme; 370,000 tested, 0.34% active; AID 720702, 2013; T5PNP hydrolysis, p-nitrophenol absorbance 415 nm; inhibition, % at 12.8 µM; Tyrosyl-DNA phosphodiesterase 2 (Homo sapiens), O95551;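 active = inhibition above the mean of all tested compounds plus 3 SD, set per campaign, cut at about 25% in these data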;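 note: 0% = DMSO with enzyme and 100% = buffer with substrate but no TDP2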
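Assay system: Recombinant human TDP2 | Quantity: 120 nM TDP2 per well | Incubation: 2 h at 37 °C | Signal: Epi absorbance | Evaluation: Percent inhibition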
KLK7 zymogen act: proKLK7 zymogen activators, primary screen, biochemical, fluorescence intensity; purified proKLK7, EDANS-DABCYL substrate fluorescence; 100% is mature enzyme control, 0% vehicle; Kallikrein-7 (Homo sapiens), P49862; 370,000 tested, 0.9% active; activation, % at 7 µM; AID 652039, 2013;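 active = activation above the mean of all tested compounds plus 3 SD, computed per campaign excluding outliers beyond control limits, cut at about 13% in these data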
ASAP1 GAP inh: inhibitors of human ASAP1 ArfGAP activity, primary screen, biochemical, fluorescence polarization | Arf-GAP with SH3 domain, ANK repeat and PH domain-containing protein 1 (Homo sapiens), … | ASAP1-stimulated ARF1 GTP hydrolysis, GDP FP detection | inhibition, % at 16.5 µM | 360,000 tested, 0.19% active | AID 624377, 2012; in the data active = inhibition above about 25%;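 note: 0% = vehicle with enzyme and substrate and 100% = no enzyme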
PLC-gamma1 inh: PLC-gamma1 enzyme inhibitors, primary screen, biochemical, fluorescence, purified enzyme; fluorogenic substrate; inhibition, % at 12.2 µM; AID 720700, 2013; 1-phosphatidylinositol 4,5-bisphosphate phosphodiesterase gamma-1 (Homo sapiens), P19174; 370,000 tested, 0.84% active; in the data active = inhibition above about 9.5%
ARFGAP1 inhibitor: inhibitors of rat ARFGAP1 GAP activity, primary screen, biochemical, fluorescence polarization, GDP tracer; Arfgap1-stimulated ARF1 GTP hydrolysis, GDP FP detection; inhibition, % at 16.5 µM; 360,000 tested, 0.26% active; AID 651572, 2012;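 active = inhibition above a per-plate limit, mean inhibition of low control wells plus 3 SD, cut at about 25% in these data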;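 note: 0% = DMSO wells with enzyme and 100% = wells lacking Arfgap1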
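Replicates: Single well per compound | Assay system: Truncated rat Arfgap1 GAP domain | Control set: No-Arfgap1 wells (100%) versus DMSO full-reaction wells (0%) | Times: Enzyme reaction 120 min at 25 °C after 20 min preincubation | Reagent: Human ARF1(Δ1-17)-GTP substrate | Measured by: Tracer-displacement fluorescence polarization with EDTA stop, 620/688 nm | Measure: Percent inhibition of Arfgap1-stimulated GTP hydrolysis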
LEDGF integ inh: blockers of LEDGF/p75-dependent integrase strand transfer – biochemical, TR-FRET, high throughput, primary screen | HIV-1 integrase (with human LEDGF/p75) | TR-FRET IN-LEDGF/p75 DNA integration, Eu/Cy5 | inhibition, % at 3.7 µM | 370,000 tested, 0.64% active | AID 743269, 2014;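 active = inhibition above the screen-wide mean plus 3 SD, cut at about 13% in these data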;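 note: signal is the Cy5 over europium emission ratio at 671 and 618 nm; 0% = plate median of compound wells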
DDE Tn6 FP inh: inhibitors of Tn6 peptide binding to fibrin DD(E), primary screen, biochemical, fluorescence polarization, human fibrin, Tn6 probe; inhibition, % at 8.3 µM; 370,000 tested, 0.21% active; Fibrin DD(E) TRITC-Tn6 fluorescence polarization displacement; Fibrinogen beta chain (Homo sapiens), P02675; AID 720509, 2013;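 active = inhibition above a per-campaign cutoff: mean of compounds within control limits plus 3 SD, cut at about 15% in these data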;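 note: 0% = median of all compound wells on the plate and 100% = blocking peptide control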
Target sequence (P02675 whole entry, looked up): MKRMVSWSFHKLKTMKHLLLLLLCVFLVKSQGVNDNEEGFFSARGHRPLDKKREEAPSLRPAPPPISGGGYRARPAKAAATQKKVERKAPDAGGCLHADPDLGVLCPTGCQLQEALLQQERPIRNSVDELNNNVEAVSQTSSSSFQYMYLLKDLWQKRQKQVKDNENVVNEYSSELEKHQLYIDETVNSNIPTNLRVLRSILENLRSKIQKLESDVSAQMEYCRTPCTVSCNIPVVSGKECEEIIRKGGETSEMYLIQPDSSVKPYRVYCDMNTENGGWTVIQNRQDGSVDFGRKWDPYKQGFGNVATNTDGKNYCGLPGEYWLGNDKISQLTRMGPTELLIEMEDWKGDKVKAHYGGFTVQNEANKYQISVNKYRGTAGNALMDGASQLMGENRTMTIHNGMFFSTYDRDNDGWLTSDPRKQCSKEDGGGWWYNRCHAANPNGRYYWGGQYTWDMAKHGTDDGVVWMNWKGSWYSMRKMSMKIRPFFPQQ
Tn7 DDE FP: inhibitors of Tn7 peptide binding to fibrin DD(E), primary screen, biochemical, fluorescence polarization, human fibrin, Tn7 probe; inhibition, % at 8.3 µM; AID 720508, 2013; 370,000 tested, 0.13% active; FP displacement of FITC-Tn7 peptide from fibrin DD(E); 0% = median of compound wells per plate; Fibrinogen beta chain (Homo sapiens), P02675;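 active = inhibition above the mean of compounds falling within the control limits plus 3 SD of them, cut at about 14% in these data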;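 note: 0% = plate median of compound wells and 100% = 10 µM Aha-Tn7 peptide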
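Assay system: human fibrin DD(E) protein / Input: 2 µM fibrin DD(E) / Benchmarks: high control of 10 µM Aha-Tn7 peptide / Measured by: fluorescence polarization of the labelled Tn7 tracer / Medium: Tris buffer with calcium and detergent, pH 7.8 / Timing: 10 min compound pre-incubation, 3 h probe incubation at room temperature / Repeats: one replicate per compound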
Starred values were filed as active, the others as inactive.

SMILES	ADAM17 inh	ADAM10 inh	TDP2 absorb	KLK7 zymogen act	ASAP1 GAP inh	PLC-gamma1 inh	ARFGAP1 inhibitor	LEDGF integ inh	DDE Tn6 FP inh	Tn7 DDE FP
Cc1c(NC(=O)C(C)Oc2ccc(Br)cc2Cl)c(=O)n(-c2ccccc2)n1C (centres undefined)	1	2	-2	0.2	4	0	0	-3	1	-1
COc1ccc(/C=C2/SC(=O)N(CCC(=O)Nc3ccccc3)C2=O)cc1OC	-3	0	8	-0.1	7	0	3	-1	1	-4
COC(=O)/C=C1/S/C(=N/NC(=O)c2ccc(Cl)cc2Cl)NC1=O	-1	3	-2	0.9	-11	-58	-11	-1	-1	5
COc1cc(/C=C2/SC(=S)N(CCC(=O)Nc3ccccc3)C2=O)cc(OC)c1OC	-2	13	-9	-0.2	-1	3	4	0	-4	-1
CN(C)c1ccc(C=C2C(=O)OC(C)(C)OC2=O)cc1	0	-13	2	0.2	-2	0	-3	4	-5	-1
O=C(Nc1ccc(-c2ccco2)cc1)C1CCCN(Cc2ccco2)C1 (centres undefined)	1	-5	3	0.2	4	-2	2	-2	2	-8
Cc1ccc(S(=O)(=O)N2CCOCC2)cc1NC(=O)CSc1cccc[n+]1[O-]	-1	2	-9	-0.6	0	0	-1	4	12	-9
Cc1cc(Nc2ccccc2N2CCOCC2)n2ncnc2n1	1	8	7	-0.1	10	4	16	3	-4	1
CCOc1ccc(NC(=O)CC2C(=O)N(c3ccc(OCC)cc3)C(=S)N2C2CC2)cc1 (centres undefined)	0	0	19	-0.4	6	0	-3	0	5	4
Cc1nc2c(-c3ccc(F)cc3)c(C)nn2c(C)c1CCC(=O)N1CCN(c2ccc(F)cc2)CC1	-1	-9	2	-0.4	5	-1	1	-2	7	5
CCc1nnc(NC(=O)CSc2nnc(COc3ccc(C#N)cc3)n2-c2ccccc2)s1	-3	-6	0	0.0	-10	-1	-14	-1	1	-3
O=C(c1cc(Br)ccc1Cl)N1CCN(c2ccccn2)CC1	-1	1	-6	-0.4	-1	0	6	3	0	-13

Entries from the list above with an aryl thioether with sulfur outside any ring (2):
SMILES	ADAM17 inh	ADAM10 inh	TDP2 absorb	KLK7 zymogen act	ASAP1 GAP inh	PLC-gamma1 inh	ARFGAP1 inhibitor	LEDGF integ inh	DDE Tn6 FP inh	Tn7 DDE FP
Cc1ccc(S(=O)(=O)N2CCOCC2)cc1NC(=O)CSc1cccc[n+]1[O-]	-1	2	-9	-0.6	0	0	-1	4	12	-9
CCc1nnc(NC(=O)CSc2nnc(COc3ccc(C#N)cc3)n2-c2ccccc2)s1	-3	-6	0	0.0	-10	-1	-14	-1	1	-3

New compounds follow.
SMILES	ADAM17 inh	ADAM10 inh	TDP2 absorb	KLK7 zymogen act	ASAP1 GAP inh	PLC-gamma1 inh	ARFGAP1 inhibitor	LEDGF integ inh	DDE Tn6 FP inh	Tn7 DDE FP
CN(C)c1nc(N)c([N+](=O)[O-])c(NCC2CCCO2)n1 (centres undefined)	4	1	23	-0.2	2	1	9	1	2	-3
COc1ccc(C2CC(=O)C(CS(=O)(=O)c3ccccc3)C(=O)C2)cc1 (centres undefined)	-3	-1	0	0.1	3	-3	16	-1	-1	1
COC(=O)c1ccc(COC(=O)C(CCSC)NC(=O)COc2ccccc2)cc1 (centres undefined)	-2	-4	-14	0.0	8	-2	7	-3	-1	2
Cc1cccc(C(=O)N2CCC(=O)N([C@H](COCc3cccc(C(F)(F)F)c3)Cc3ccccc3)CC2)c1	4	7	-9	0.1	11	1	-2	-1	4	0
CC1=C(C(=O)N(C)C)CC(CC(=O)NCc2cccc3ccccc23)C(=O)N1Cc1ccc(C(C)(C)C)cc1 (centres undefined)	3	0	2	0.2	-1	0	-1	1	1	3
CC(C)c1ccc(OCc2ccc(C(=O)N(C)C)o2)cc1	1	-6	2	0.0	13	5	5	2	6	-3
CC1CN(C(=O)c2cc(Br)c(Br)s2)CC(C)O1 (centres undefined)	-7	-8	-8	-0.5	1	-3	3	-2	-3	2
CCOC(=O)c1c(-c2ccccc2)oc2cc(Br)c(O)cc12	6	16	11	0.6	9	-107	-1	1	-5	3
COCCOC(=O)C1=C(C)NC(=S)NC1/C=C/c1ccccc1 (centres undefined)	-3	-3	1	-0.1	-3	-3	0	-4	8	2
COc1cccc(CN2CCNC(=O)C2CC(=O)N(Cc2cnn(C)c2)C(C)C)c1 (centres undefined)	-3	-16	2	0.6	13	-1	-8	1	4	0
Cc1ccc(C(=O)O/N=C2/CC3CCC2(C)[C@@]3(C)CBr)cc1 (some centres undefined)	-4	-3	5	0.0	-4	1	-2	0	-3	4
COC(=O)CNC(=O)CNC(=O)Nc1ccccc1Cl	-3	2	-11	0.1	15	5	-3	-1	-1	-7
O=C(Cn1cnc2c(cnn2-c2ccccc2)c1=O)NC1CCCC1	-1	-12	3	-0.2	4	-1	-7	-2	3	-6
Cc1coc(NC(=O)CSc2nc(-c3ccncc3)cc(C(F)(F)F)c2C#N)n1	-6	-4	-10	0.1	5	6	5	-3	5	3
COc1ccc(C(C)=O)cc1CSc1nnc(SCc2cc(C(C)=O)ccc2OC)s1	-2	-4	-4	0.4	-10	-2	-3	0	-3	4
Cc1ccc(-n2c(O)c(C=Nc3ccccc3-c3n[nH]c(=S)[nH]c3=O)c3ccccc3c2=O)c(C)c1	-28	-80	2	0.6	6	-60	-14	2	-6	-2
O=C(Nc1cccc(C(F)(F)F)c1)C1Cc2c(-c3ccc(Cl)cc3)ccnc2O1 (centres undefined)	7	16	-1	-0.5	0	-4	13	-3	-1	-4
C=CCNC(=O)CSc1nnc(-c2cccs2)o1	2	1	-11	-0.1	0	3	3	-2	10	0
Cc1ccc2cc(CN(C)S(C)(=O)=O)c(=O)[nH]c2c1	-9	-24	-19	-0.2	0	7	7	4	-8	-4
COc1cc(/C=C2\C(=N)N3N=C(N4CCOCC4)SC3=NC2=O)ccc1OC(=O)c1ccccc1	-19	-70	-3	0.2	-18	-59	-4	2	3	-4
O=C1C2C3C=CC(C4CC34)C2C(=O)N1Cc1ccccc1 (centres undefined)	-4	1	5	-0.6	14	1	-3	2	-4	-1
c1ccc(OCCCn2nnc(-c3ccc(N4CCOCC4)cc3)n2)cc1	-6	-7	5	-0.4	-16	-1	3	-2	1	3
Cc1cc2cc(C)c3nnc(SCC(=O)NCc4ccc5c(c4)OCO5)n3c2cc1C	1	1	-8	-0.6	-5	-1	-5	-2	-8	-1
CC(Oc1cccc(Cl)c1)C(=O)Nc1ccc([N+](=O)[O-])cn1 (centres undefined)	3	6	6	0.4	6	2	-1	-1	-4	-1
C=C(C)Cn1c(SCC(=O)O)nnc1-c1ccccc1	-5	-11	5	0.0	-13	0	18	-1	-5	3
Cc1cc(C(=O)COc2cccnc2[N+](=O)[O-])c(C)n1-c1ccccc1	-1	1	-1	0.1	-3	-2	10	2	1	0
Cc1nc2nc(C)c(CCC(=O)NC3CCCCC3)c(C)n2n1	-5	-6	1	0.1	-6	-1	-14	-7	3	1
O=C1[C@H]2[C@@H](c3ccc(F)cc3)N3C(=O)N(c4ccccc4)C(=O)[C@@]3(Cc3ccc(Cl)cc3)[C@H]2C(=O)N1C1CCCCC1	-4	6	5	0.4	-12	1	-7	-1	-4	13
CN(C)S(=O)(=O)c1ccc(C(=O)OCCn2cnc3c2c(=O)n(C)c(=O)n3C)cc1	-3	-10	10	0.3	0	0	2	-2	4	6
Cc1ccc(-c2nc3c(Cl)cc(C(F)(F)F)cn3c2Cc2cccc(Cl)c2)cc1	-3	-8	3	-0.7	14	-3	1	0	-8	0
Cc1ccc2cc(NC(=O)C3(C)CCN3CC(C)C)ccc2n1 (centres undefined)	6	3	-18	-0.1	-11	6	7	3	-5	-12
CC1Cc2cc(S(=O)(=O)CCC(=O)NC3CCCCC3)ccc2N1C(=O)C1CC1 (centres undefined)	-3	3	8	-0.5	4	3	2	1	3	3
COc1ccc(CC(=O)NCC2CCCN(Cc3cccc(C(F)(F)F)c3)C2)cc1 (centres undefined)	2	1	-24	-0.1	-4	11*	12	5	0	1
O=C(CCCn1nnc2ccccc2c1=O)N[C@H](C(=O)O)c1ccccc1	-3	6	7	-0.3	5	1	9	0	0	2
CC(C)(C)NC(=O)c1ccc2c(c1)N(CC(=O)NC1CCCC1)C(=O)C(C)(C)O2	-3	-2	-4	0.1	12	0	4	-2	-2	-1
CCOC(=O)COn1c(=O)c(-c2ccc(OCC)cc2)[n+]([O-])c2ccccc21	-11	-16	-4	-6.6	-15	-33	11	-2	5	2
COc1ccccc1Nc1nnc(SCC(=O)NC2CC2)s1	0	-3	6	-0.1	-2	0	-6	-2	7	1
O=C(COC(=O)c1ccc(Cl)cc1O)Nc1cccnc1Cl	-3	6	2	0.3	2	-6	17	-3	4	2
CCN(CC)CCNC(=O)c1ccc(NC2=NC3CS(=O)(=O)CC3S2)cc1 (centres undefined)	1	-6	5	0.6	14	0	-2	1	4	2
CCCCC(=O)Nc1ccc(NC(=O)c2ccco2)cn1	-3	0	3	0.1	-1	0	-12	-2	-11	0
CC(C)(C)n1nc(C2CC2)c(Br)c1NC(=O)c1ccc(Cl)cc1	-6	-5	5	-0.8	3	2	6	-2	-2	-6
CC(=CC(=O)c1ccccc1)c1ccccc1	-2	-32	-8	0.5	-10	-2	6	1	-8	-10
Cc1ccc(N(C(=O)c2ccccn2)C2(C(=O)NC3CCCC3)CCCCC2)cc1	-6	-2	-1	-0.3	4	-1	-17	2	-11	3
Cc1ccc([C@H]2C(C(=O)O)=CCN2S(=O)(=O)c2ccc(C)cc2)cc1	-1	-17	3	-0.6	4	-2	2	-4	6	0
CSc1nc2nc3c(cc2c(=O)n1-c1cccc(C)c1)COC(C)(C)C3	-6	-5	7	-0.2	-13	0	-2	-1	2	-6

Compounds were not picked by outcome, and some 4.2% of all compounds hit somewhere here.
